Source: PubChem
GPR151 activ: activates the human receptor GPR151 | activation, % at 11.2 µM | hit rate 1% among 650,000 | Q8TDV0 | PathHunter beta-arrestin GPR151 cells, luminescence | AID 1508602; in the data active = activation above about 4.9%;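 note: 0% = median of compound wells and 100% = cells with positive control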
Target sequence (Q8TDV0 whole entry, looked up): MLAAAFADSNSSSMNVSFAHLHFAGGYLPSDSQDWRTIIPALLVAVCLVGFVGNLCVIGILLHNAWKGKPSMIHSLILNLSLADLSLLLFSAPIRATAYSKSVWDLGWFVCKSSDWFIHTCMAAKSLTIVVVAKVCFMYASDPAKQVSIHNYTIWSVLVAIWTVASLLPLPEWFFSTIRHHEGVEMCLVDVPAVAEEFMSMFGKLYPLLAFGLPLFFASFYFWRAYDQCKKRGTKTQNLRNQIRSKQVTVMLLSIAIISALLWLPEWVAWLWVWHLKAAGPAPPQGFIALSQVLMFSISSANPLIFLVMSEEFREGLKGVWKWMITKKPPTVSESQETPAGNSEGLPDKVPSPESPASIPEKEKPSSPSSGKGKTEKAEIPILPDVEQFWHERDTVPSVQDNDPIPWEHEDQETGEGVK
TEAD-YAP inh: TEAD-YAP interaction inhibition; inhibition, % at 9.12 µM; hit rate 1.4% among 640,000; HEK-TIYL cells, TEAD-Gal4/YAP UAS-luciferase luminescence; in the data active = inhibition above about 32%;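 note: 0% = median of test compound wells and 100% = reference inhibitor wells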
MITF inh: blocks human microphthalmia-associated transcription factor | AlphaScreen MITF homodimerization, bead proximity signal | AID 1259374 | inhibition, % at 2.6 µM | hit rate 0.91% among 650,000; in the data active = inhibition above about 50%;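 note: 0% = vehicle wells with protein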
Target sequence (O75030 whole entry, looked up): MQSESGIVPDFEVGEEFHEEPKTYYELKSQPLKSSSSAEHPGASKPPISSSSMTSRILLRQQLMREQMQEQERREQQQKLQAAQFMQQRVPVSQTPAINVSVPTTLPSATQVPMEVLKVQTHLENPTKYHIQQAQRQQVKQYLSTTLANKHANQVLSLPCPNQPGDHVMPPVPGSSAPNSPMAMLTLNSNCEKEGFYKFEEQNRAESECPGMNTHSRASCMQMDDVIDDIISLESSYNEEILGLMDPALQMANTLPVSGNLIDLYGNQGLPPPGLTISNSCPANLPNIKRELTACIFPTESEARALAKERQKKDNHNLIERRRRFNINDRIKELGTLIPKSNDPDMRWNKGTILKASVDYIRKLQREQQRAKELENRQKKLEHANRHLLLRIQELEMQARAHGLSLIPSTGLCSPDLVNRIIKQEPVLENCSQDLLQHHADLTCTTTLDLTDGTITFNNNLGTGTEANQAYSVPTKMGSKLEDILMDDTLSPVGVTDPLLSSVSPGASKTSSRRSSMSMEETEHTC
FBW7 act: human FBW7 E3 ligase activation, primary screen | Q969H0 | hit rate 0.13% among 650,000 | normalized activity (activation), % at 26.1 µM | AlphaScreen FBW7–phospho-cyclin E peptide binding, activator screen; in the data active = normalized activity above about 1.9%;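 note: purified mutant Fbw7 with reduced substrate affinity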
* marks the source's active call; other numbers are inactive results; · = no result given.

SMILES	GPR151 activ	TEAD-YAP inh	MITF inh	FBW7 act
O=C(Nc1cc(Cl)ccc1Oc1ccc2ccccc2c1Cl)c1cc(Cl)cc(Cl)c1O	1.4	5	2	0.0
CCOC(=O)N1CCN(c2c(NCCc3ccc(C)cc3)c(=O)c2=O)CC1	1.1	-4	-1	0.0
CCOc1ccc(CCNS(=O)(=O)c2cc(-c3nnc(Nc4ccc(OC)cc4)c4ccccc34)ccc2C)cc1OCC	-1.0	-2	-12	-0.1
COc1ccc(CCNC(=O)C(=O)Nc2ccc(C)cc2)cc1	0.0	2	5	0.2
Cc1ccc(S(=O)(=O)N2Cc3ccccc3CC2C(=O)NCc2ccc(Br)cc2)cc1 (centres undefined)	-0.1	4	0	0.0
CCOC(=O)/C(=N\Nc1cccc(C(F)(F)F)c1)c1cnc(N)s1	0.2	14	8	-0.3
Cc1ccc(S(=O)(=O)Nc2nc3ccc(C(=O)N4CCOCC4)cc3s2)cc1	1.0	-1	7	0.1
Cc1ccc(C2CC(c3ccc(Br)cc3)=NN2C(=O)CSc2nnc(CNC(=O)c3ccco3)n2-c2ccccc2)cc1 (centres undefined)	-0.6	-4	-14	-0.1
O=C(O)C1CCCCC1C(=O)Nc1cnn(Cc2ccccc2)c1 (centres undefined)	0.7	-17	2	0.1
CCCN(CCC)c1c([N+](=O)[O-])c(=O)oc2ccccc12	-1.6	3	7	0.2
Clc1ccc2c(NCC3CCCO3)nc(CN3CCN(C4CCCC4)CC3)nc2c1 (centres undefined)	-0.5	5	11	-0.1
COc1ccc(C2=N/C(=C\c3sccc3C)C(=O)O2)cc1Br	0.3	4	-11	0.1
COCCCNC(=O)C1Sc2nnc(-c3ccccc3)n2NC1c1ccc(Cl)cc1 (centres undefined)	-0.2	1	-4	0.1
O=C(/C=C/c1ccccc1)Nc1nc(-c2ccc(Cl)c(Cl)c2)cs1	1.9	3	9	0.0
COc1ccc(CCNc2nc(CC(C)=O)ns2)cc1OC	-0.8	-16	-7	-0.2
COc1ccc(-c2nc(CNS(=O)(=O)c3c(C)cc(C)cc3C)cs2)cc1	1.2	-9	-2	-0.1
C=CCn1c(N/N=C/c2ccccc2)nc2c1c(=O)[nH]c(=O)n2C	-1.0	-11	11	-0.1
COc1ccc(C2/C(=C(\O)c3ccc(Br)cc3)C(=O)C(=O)N2c2cc(C(C)(C)C)on2)c(OC)c1 (centres undefined)	-0.5	-3	3	0.0
CCOc1ccccc1NC(=O)c1cc(S(=O)(=O)N2CCOCC2)c(C)o1	2.2	5	-6	0.1
COCCNC(=O)c1ccc(-c2cc(OC)c(OC)c(OC)c2)nc1N(C)C	-0.6	-6	-6	0.0
Cn1c(=O)n(CC(N)=O)c(=O)c2c1nc1n(-c3ccccc3)c(-c3ccccc3)cn21	-0.5	-3	-6	-0.2
Cc1ccc(OC(=O)N2CCN3C(=O)[C@@H]([C@H](C)O)NC(=O)[C@H]3C2)cc1	-0.6	-29	6	0.1
COc1ccc(CN2CCN(CC3CC4C=CC3C4)CC2)cc1 (centres undefined)	1.1	-1	47	-0.2
N#Cc1cc(-c2ccnc(Nc3ccc(-n4cc(-c5cccnc5)nn4)cc3)n2)cc(N2CCOCC2)c1	0.2	-13	2	0.2
Cc1ccc(CNC(=O)c2ccc(OC3CCN(CCc4ccccc4)CC3)cc2)o1	-1.2	-14	3	0.0
CN(Cc1ccccc1)C(=O)COc1ccc(C(C)(C)C)cc1	0.6	-42	-5	0.5
Cc1ccc(C(=O)NCc2ccc3c(c2)OCO3)o1	-1.4	-2	6	1.2
CCCCCn1c(=O)[nH]c2cc(C(=O)NCCCN3CCCC3=O)ccc2c1=O	-0.6	-1	10	0.1
CC(O)CNc1nc2c(c(=O)n(C)c(=O)n2C)n1Cc1ccc(Cl)cc1Cl (centres undefined)	0.2	-7	10	-0.1
CC1(C)CC2CC(C)(CN2C(=O)c2ccc(NC(=O)c3ccc(Cl)cc3Cl)cc2)C1 (centres undefined)	-0.3	16	11	-0.2
COc1ccccc1NC(=O)c1nccnc1C(=O)O	-0.9	1	-2	0.2
O=C(NCc1cn2ccsc2n1)Nc1cccc(Cl)c1	-0.5	-3	8	0.2
CCN1CCN(C(c2ccc(Cl)c(Cl)c2)c2sc3nc(C)nn3c2O)CC1 (centres undefined)	1.1	-4	0	0.1
O=C(CC1C(=O)NCCN1Cc1cccs1)NCCCc1cccnc1 (centres undefined)	0.6	1	0	0.1
Cc1ccc(-c2nc3s/c(=C\c4ccc(OCc5ccccc5)cc4)c(=O)n3n2)cc1	1.0	-12	5	0.2
Cc1oc2ccc(O)cc2c1C(=O)OC(C)C	0.2	-12	1	-0.1
Cc1ccc2c(c1)N(Cc1ccc(S(C)(=O)=O)cc1)C(=O)C(C)O2 (centres undefined)	-0.9	9	-3	0.0
COC(=O)c1ccc(/C=N/n2c(=O)c(C(C)(C)C)nn3cnnc23)cc1	1.1	0	9	0.0
COc1ccccc1CN1C(=O)C(C)Oc2cc(Cl)ccc21 (centres undefined)	0.7	8	-1	-0.2
C=CCOC(=O)C1=C(C)Nc2c(c(=O)n(C)c(=O)n2C)C1c1cc(OC)c(OC)c(OC)c1 (centres undefined)	-0.7	-2	3	0.6
O=C(C1CCC(CN(Cc2c(Cl)cccc2Cl)S(=O)(=O)c2ccc(Br)cc2)CC1)N1CCc2ccccc21 (centres undefined)	-0.8	1	0	0.0
Cc1cc(C)n2nc(C(=O)OCC(=O)Nc3ccc(OCc4ccccc4)cc3)nc2n1	-1.3	-20	-2	0.1
CCCCCN=C(C)c1c(CSc2ccc(C)cc2)[nH]n(-c2nc3ccccc3s2)c1=O	-0.7	-2	13	-0.1
Cc1nc(-n2cnc3cc(C)c(C)cc32)c2c3c(sc2n1)CCC3	0.6	-6	-9	-0.1
CCOc1ccc(S(=O)(=O)NCC2CCCO2)c2ccccc12 (centres undefined)	0.5	3	19	0.7
COc1ccc(-c2nc3ccc(Br)cn3c2NCC2CCCO2)cc1 (centres undefined)	2.7	-37	3	-0.1
CCOc1cc(S(=O)(=O)N2CC(C)OC(C)C2)ccc1Br (centres undefined)	2.8	-4	0	-0.1
COc1cc(CNn2c(-c3cc(OC)c(OC)c(OC)c3)nc3ccccc3c2=O)cc(OC)c1OC	1.6	-8	2	0.3
O=[N+]([O-])c1cc2c(cc1[N+](=O)[O-])NCC2	0.8	8	-8	0.0
CCOC(=O)CSc1nc(-c2cccs2)cc(C(F)(F)F)c1C#N	-0.3	6	0	0.1
COc1ccc(/C=C/C2=NN(c3ccccc3)C(c3ccc(OC)cc3OC)C2)c(OC)c1 (centres undefined)	0.8	2	-55	2.7*
CN1C(=O)/C(=C/c2ccc(O)cc2O)SC1=S	0.5	-24	-7	0.1
O=C(c1ccccc1)N(CCN1CCOCC1)C1(C(=O)Nc2ccccc2)CCCCC1	0.5	-2	2	-0.1
O=C(/C=C/c1ccccc1)Nc1cnc2ccccc2c1	-1.4	-57	-4	-0.2
COc1ccc(Cl)cc1NC(=O)Cn1cnc2c(oc3ccccc32)c1=O	1.5	4	6	0.0
CCN(Cc1cnn(C)c1)C(=O)CC1C(=O)NCCN1Cc1ccc(OC)c(OC)c1 (centres undefined)	0.7	1	3	0.1
CC(=O)N1CCC(C(=O)NC(c2ccccn2)c2ccccc2C)CC1 (centres undefined)	-0.3	-1	-6	-0.1
CN(CC(=O)C(C#N)c1ccccc1)Cc1ccccc1 (centres undefined)	0.0	10	11	0.3
COc1ccc(CCc2nnc(CCC(=O)N(CCO)C(C)C)o2)cc1	0.4	-1	15	0.1
COc1ccc(CCNc2ccc(Cl)cn2)cc1OC	-0.6	-10	97*	0.3

Look-ups from the list:
In MITF inh, CCOc1cc(S(=O)(=O)N2CC(C)OC(C)C2)ccc1Br (centres undefined) has 0
In FBW7 act, COc1ccc(CCc2nnc(CCC(=O)N(CCO)C(C)C)o2)cc1 has 0.1

Next section
SMILES	GPR151 activ	TEAD-YAP inh	MITF inh	FBW7 act
CC(=O)OCCNc1cc(SCc2ccco2)c2nonc2c1[N+](=O)[O-]	-0.9	-4	14	-0.2
O=C(CCC(=O)c1ccc(F)cc1)OCC(=O)c1cccs1	1.6	1	13	0.0
O=C(c1ccncc1)N1CC[C@@H]2[C@H](CCCN2C(=O)C(c2ccccc2)c2ccccc2)C1	-0.6	-7	-2	-0.1
COc1ccc(N=C2NC(=O)C(CC(=O)Nc3ccc(C)cc3)S2)cc1 (centres undefined)	-1.0	0	-6	0.0
Clc1c(CSc2nc3ccccc3s2)nc2ccccn12	-1.2	-92	-14	0.1
Nc1cccc(S(=O)(=O)N2CCC(C(=O)O)CC2)c1	-1.0	-2	1	-0.2
O=C(CN1CCC(NC(=O)NC2CCCCC2)CC1)Nc1cccc(Cl)c1Cl	2.4	-2	6	0.3
CC(C)N(CCNc1cc(NC2CCC(O)CC2)ncn1)C(C)C (centres undefined)	-2.6	-2	-20	-0.1
O=S(=O)(/C=C/c1ccccc1)N1CCN(CC(O)COCc2ccccc2)CC1 (centres undefined)	-1.3	1	28	0.5
Cc1nc(N/N=C/c2cccc([N+](=O)[O-])c2)cc(N2CCCCC2)n1	4.1	3	17	-0.1
O=c1[nH]c(N2CCOCC2)nc2c1CN(S(=O)(=O)c1ccc3c(c1)OCCO3)CC2	0.9	-5	11	0.0
CCOc1ccc(C(=O)Nc2ccc(-c3cc4ccccc4oc3=O)cc2)cc1[N+](=O)[O-]	0.9	6	18	0.3
N#Cc1c(SCC(=O)Nc2ccc(S(N)(=O)=O)cc2)nsc1SCC(=O)Nc1ccc(S(N)(=O)=O)cc1	0.1	11	6	-0.1
O=C(CN1C2=NCCN2c2ccccc21)c1ccc(-c2ccccc2)cc1	1.4	10	12	0.1
COc1cccc(NC(=O)C2CCCN2c2nnc(N3CCCC3=O)s2)c1 (centres undefined)	-0.3	2	-2	0.2
c1ccc(CN(Cc2nc(-c3ccccn3)no2)CC2CC2)cc1	-1.0	-10	19	0.2
Cc1cc(C)c2nc3s/c(=C/c4ccc(-c5ccccc5C(=O)O)o4)c(=O)n3c2c1	0.4	-6	17	0.0
COc1ccccc1N1CCN(c2ncnc3sc4c(c23)CCC4)CC1	-1.2	-23	-8	-0.2
Cc1nnc(SCC(=O)Nc2nc3ccc(Br)cc3s2)s1	2.2	6	10	0.1
N[C@H](Cc1ccccc1)c1nc2ccc(-c3ccncc3)cc2[nH]1	0.1	17	24	-1.4
CC(=O)N1CCc2cc(Br)cc(S(=O)(=O)Nc3ccc(C)cc3C)c21	3.0	-4	-4	0.0
Nc1nonc1N1CCC(C(=O)O)CC1	-0.2	-4	1	-0.1
O=C1NC(=O)C(=Cc2cc([N+](=O)[O-])cc(Br)c2O)C(=O)N1	0.8	1	6	0.1
CC(C)Oc1ccc(C(=O)c2ccc(NC3=NCCN3)cc2)cc1	1.0	·	3	·
CCCC/C=C/c1cnc2ccc(N[C@H](CO)C(C)C)nn12	-0.2	2	-10	0.1
COc1cc(CN(C(=S)NCC(=O)NCc2ccccc2Cl)C2CCCC2)cc(OC)c1OC	-0.5	5	5	-0.1
COC(=O)[C@H]1CCc2ccccc2N1C(=O)c1ccc(F)cc1	-0.2	3	20	0.3
CCOC(=O)c1sc2ncnc(NCCc3ccc(OC)c(OC)c3)c2c1C	-1.0	14	11	0.1
Cc1c(C(=O)N2CCOCC2)sc2ncn(CC(=O)N3CCCCC3C)c(=O)c12 (centres undefined)	-0.7	-2	4	-0.5
Cc1cccc(C)c1-n1c(C)cc(/C=C2\NC(=O)NC2=O)c1C	0.9	-11	4	-0.1
COc1ccc(-c2cc3ccc(O)c(CN(C)C)c3oc2=O)cc1OC	-0.1	-1	-10	0.2
CCOC(=O)COc1ccc(C)cc1C(C)(C)C	2.5	3	7	0.0
Cc1ccc(NC(=O)c2c(NC(=O)C(C)(C)C)sc3c2CCCCC3)cc1	3.3	2	10	0.2
CCOC(=O)c1ccc(-c2ccc(/C=C(\C#N)c3nc4ccc(C)cc4[nH]3)o2)cc1	1.3	-6	0	0.2
O=C(N/N=C/c1ccc([N+](=O)[O-])o1)c1ccccc1I	0.7	16	2	0.0
CC(NC(=O)CCCn1c(=O)oc2ccccc21)c1ccc(S(N)(=O)=O)cc1 (centres undefined)	-0.3	-5	20	0.5
CN(C(=O)c1cccc([N+](=O)[O-])c1)c1nnc(-c2cccnc2)s1	1.2	7	10	-0.2
CCOc1cc(/C=C(\C#N)C(=O)NCc2ccco2)ccc1OCC(=O)O	0.1	-2	-8	-0.4

Gathered by group, those above containing bromine (ten)
SMILES	GPR151 activ	TEAD-YAP inh	MITF inh	FBW7 act
Cc1ccc(S(=O)(=O)N2Cc3ccccc3CC2C(=O)NCc2ccc(Br)cc2)cc1 (centres undefined)	-0.1	4	0	0.0
Cc1ccc(C2CC(c3ccc(Br)cc3)=NN2C(=O)CSc2nnc(CNC(=O)c3ccco3)n2-c2ccccc2)cc1 (centres undefined)	-0.6	-4	-14	-0.1
COc1ccc(C2=N/C(=C\c3sccc3C)C(=O)O2)cc1Br	0.3	4	-11	0.1
COc1ccc(C2/C(=C(\O)c3ccc(Br)cc3)C(=O)C(=O)N2c2cc(C(C)(C)C)on2)c(OC)c1 (centres undefined)	-0.5	-3	3	0.0
O=C(C1CCC(CN(Cc2c(Cl)cccc2Cl)S(=O)(=O)c2ccc(Br)cc2)CC1)N1CCc2ccccc21 (centres undefined)	-0.8	1	0	0.0
COc1ccc(-c2nc3ccc(Br)cn3c2NCC2CCCO2)cc1 (centres undefined)	2.7	-37	3	-0.1
CCOc1cc(S(=O)(=O)N2CC(C)OC(C)C2)ccc1Br (centres undefined)	2.8	-4	0	-0.1
Cc1nnc(SCC(=O)Nc2nc3ccc(Br)cc3s2)s1	2.2	6	10	0.1
CC(=O)N1CCc2cc(Br)cc(S(=O)(=O)Nc3ccc(C)cc3C)c21	3.0	-4	-4	0.0
O=C1NC(=O)C(=Cc2cc([N+](=O)[O-])cc(Br)c2O)C(=O)N1	0.8	1	6	0.1
